Screening data deposited in PubChem by Sanford-Burnham Center for Chemical Genomics.
PTK2B oligo ant – antagonists of Pyk2 self-association, primary screen, Q293 cells, FERM NanoBiT luminescence, HTS | Protein-tyrosine kinase 2-beta (Homo sapiens), Q14289 | hits give low values | z-score (the deposit names both 25 µM and 10 µM) | 99,000 compounds, 0.83% hits | AID 1347419, 2020;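 active = Z-score of -3 or lower, scaled per plate to the spread of control and sample wells; inactive = z-score above -3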;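 also: negative z-score means lost luminescence so less FERM oligomerization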
CYP2C9 inhib – blockers of cytochrome P450 2C9 activity – biochemical, luminescence, ADME assay, primary screen. P11712. CYP2C9 Supersomes, luciferin-H conversion. inhibition, % at 5 µM. 96,000 compounds, 20% hits;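 active = blocking of liver enzyme CYP2C9 beyond about 50% at 5 µM, limit read from the data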; also: values of inactives mirror those of a sister screen read the other way
Mac1 fbg enh – enhancers of CD11b/CD18 adhesion to fibrinogen, primary screen, K562 cells, luminescence. Integrin beta-2 (Homo sapiens) + Integrin alpha-M (Homo sapiens), P05107+P11215. ATPlite luminescence. activation, % at 10 µM. 93,000 compounds, 0.07% hits. AID 1499, 2009;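 active = 10 µM primary screen giving 50% or more activity, confirmed by 40% or more on retest at that dose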; also: strong numbers were not always called active; reference of the scale not given here
CYP2C19 act – human CYP2C19 activators, primary screen, biochemical, luminescence; AID 1025, 2008; activation factor at 5 µM; 96,000 tested, under 10 active; recombinant CYP2C19, luciferin-H EGE luminescence; hits give high values; 0 = fully inhibited enzyme, 1 = untreated enzyme;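 active = activation factor of at least 2 at 5 µM in the primary screen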;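 also: 0 = wells with 2.5 mM tranylcypromine and 1 = vehicle-only wells; values of inactives mirror those of a sister screen read the other way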
CD11b adhes inh – inhibitors of CD11b/CD18 adhesion to fibrinogen, primary screen, K562 cells, luminescence; 93,000 compounds, 0.54% hits; AID 1497, 2009; Integrin beta-2 (Homo sapiens) + Integrin alpha-M (Homo sapiens), P05107+P11215; ATPlite luminescence; Mn2+ added to activate the integrin; inhibition, % at 10 µM;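 active = primary inhibition of 50% or more at 10 µM, then 40% or more on retest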; also: some results filed as inactive read as strong as hits
MT1-MMP txn act – MT1-MMP promoter reporter activation – cell-based, luciferase luminescence, primary screen. HT1080 MT1-MMP promoter luciferase reporter, overnight; hits give high values. activation factor at 10 µM. 86,000 compounds, 0.16% hits;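 active = activation factor of at least 2 for MT1-MMP transcription at 10 µM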
CYP2C9 activ – human CYP2C9 activators, primary screen, biochemical, luminescence; Cytochrome P450 2C9 (Homo sapiens), P11712; recombinant CYP2C9, luciferin-H conversion; hits give high values; factor 1 = untreated enzyme, 0 = blocked; activation factor at 5 µM; 96,000 compounds, 1.4% hits;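 active = activation factor of 2 or more for CYP2C9 at a 5 µM dose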;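 also: 0 = sulfaphenazole-blocked wells and 1 = vehicle-only wells; values of inactives mirror those of a sister screen read the other way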
CYP2C19 inh – blockers of cytochrome P450 2C19 activity – biochemical, luminescence, ADME assay, primary screen; P33261; CYP2C19 Supersomes, luciferin-H EGE luminescence, 30 min; inhibition, % at 5 µM; 96,000 compounds, 21% hits; AID 778, 2007;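 active = CYP2C19 inhibition above a set limit at 5 µM in the primary screen, cut at about 50% in these data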;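 also: plate controls were negative control wells for no effect and 2.5 mM tranylcypromine positive control for full effect; values of inactives mirror those of a sister screen read the other way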
PLAP act – PLAP enzyme activators, biochemical, luminescence, HTS; Alkaline phosphatase, placental type (Homo sapiens), P05187; purified PLAP enzyme, luminescent substrate read-out; hits give high values; activation fold at 20 µM; 96,000 compounds, 1.2% hits; in the data active = activation fold above about 2
Target sequence (P05187 whole entry, looked up): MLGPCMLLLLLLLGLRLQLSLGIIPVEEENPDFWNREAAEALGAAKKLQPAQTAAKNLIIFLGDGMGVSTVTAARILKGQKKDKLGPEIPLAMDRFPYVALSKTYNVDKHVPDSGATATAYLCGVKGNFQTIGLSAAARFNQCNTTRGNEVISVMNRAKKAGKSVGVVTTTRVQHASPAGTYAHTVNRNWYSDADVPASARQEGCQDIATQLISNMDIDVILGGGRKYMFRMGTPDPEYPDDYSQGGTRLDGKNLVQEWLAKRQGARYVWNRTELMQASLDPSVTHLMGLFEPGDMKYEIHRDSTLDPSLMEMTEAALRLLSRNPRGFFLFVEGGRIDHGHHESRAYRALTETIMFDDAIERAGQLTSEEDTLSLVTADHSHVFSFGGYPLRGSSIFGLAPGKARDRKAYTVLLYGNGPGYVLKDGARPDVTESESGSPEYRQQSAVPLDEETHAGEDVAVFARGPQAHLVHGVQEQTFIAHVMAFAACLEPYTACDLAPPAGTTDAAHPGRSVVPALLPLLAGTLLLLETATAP
Numbers without * were called inactive; · = no result given. Not a hit list (roughly 31% active in at least one column).

SMILES	PTK2B oligo ant	CYP2C9 inhib	Mac1 fbg enh	CYP2C19 act	CD11b adhes inh	MT1-MMP txn act	CYP2C9 activ	CYP2C19 inh	PLAP act
O=C(COC(=O)c1cc2ccccc2o1)c1ccccc1	0.31	-28	4	0.6	6	1	1.3	43	0.9
Cc1cc(C)cc(NC(=O)C2(c3ccccc3)CC2(Cl)Cl)c1 (centres undefined)	-2.4	43	-3	0.7	6	·	0.6	28	1.1
Cn1c(SCC(=O)N2CCOCC2)nnc1-c1cccc(NC(=O)c2ccccc2)c1	0.32	2	0	1.1	-6	1.2	1	-9	1
CCOC(=O)CC1C(=O)NCCN1S(=O)(=O)c1ccc(Cl)c(Cl)c1 (centres undefined)	0.61	0	·	0.8	·	·	1	20	1.1
O=C(NCc1ccc2c(c1)OCO2)c1cccs1	0.28	67*	-2	0.1	-8	1.2	0.3	93*	0.8
COCCn1nnnc1C(C(C)C)N1CCC(Cc2ccccc2)CC1 (centres undefined)	-0.98	56*	-4	0.1	4	1.1	0.4	91*	1.4
CC(C)(C)C(=O)[C@@H]1[C@@H]2C(=O)N(c3ccc4c(c3)OCCO4)C(=O)[C@@H]2C2c3ccccc3C=CN21 (some centres undefined)	-1.4	57*	0	0.4	27	1.1	0.4	57*	1.2
CCN1C(=O)c2cccc3c(NC(=O)C4CCCCC4)ccc1c23	2.7	-18	-4	1	9	1.4	1.2	1	1.3
CCCCCCCCOC(=O)C(NC(=O)CCC(=O)Nc1ccc(S(N)(=O)=O)cc1)C(O)c1ccccc1 (centres undefined)	1.4	62*	41	0.5	16	1	0.4	54*	0.5
O=C(NNC(=O)c1ccccc1-n1cccc1)c1ccc(Cl)cc1	1.6	-78	·	1	·	·	1.8	-1	1.4
Cc1ccc2nc(SCC(=O)Nc3cc(C(F)(F)F)ccc3N3CCOCC3)[nH]c2c1	-3.5*	28	0	0.6	-33	0.4	0.7	37	0.9
O=C(CN1CCN(CC(=O)Nc2ccccn2)CC1)Nc1ccccn1	0.08	-20	5	1	1	1.1	1.2	0	1.4
Cc1cc(=O)oc2cc(Oc3ncccn3)ccc12	-1	7	1	0.8	-29	1.1	0.9	17	0.7
COc1ccc(CCn2c(C)c(C(C)=O)c3cc(OC(=O)c4ccco4)ccc32)cc1OC	-1.4	87*	-3	0.2	5	·	0.1	83*	1.5
COc1cccc(Nc2nc3ccccc3n3nnnc23)c1	-0.87	27	-3	0.8	-21	1.3	0.7	21	0.9
Cc1ccc(C(=O)CSc2nnc(-c3ccco3)o2)o1	0.38	20	-3	0.8	-17	1.5	0.8	23	0.9
CCOCCCN(C(=O)c1ccco1)C(C(=O)NC1CCCC1)c1cccc(OC)c1OC (centres undefined)	0.21	37	-5	0.7	-8	1.2	0.6	28	1.7
O=C(O)CCc1ccc(-c2ccc(Cl)cc2)n1Cc1ccco1	-0.19	11	13	0.8	29	1.1	0.9	18	1
COCC(=O)N1CCCc2ccccc21	-1.1	1	-1	1	-6	1.3	1	3	1
CCOC(=O)c1[nH]c(C)c(C(=O)NC2CCCC2)c1C	·	35	4	0.5	-13	1	0.6	54*	1
COC(=O)c1sccc1NC(=O)CSc1nnnn1-c1ccccc1C	-2	-46	2	1.1	1	1.1	1.5	-10	1
COc1cccc(N=c2oc3c(C)ncc(CO)c3cc2C(=O)Nc2ccccc2OC)c1	·	77*	·	0.8	·	·	0.2	22	0.8
CC(C)(C)NC(=O)CSc1nnnn1C(C)(C)C	-0.25	8	-4	0.8	-1	1.3	0.9	21	0.9
COc1ccc(S(=O)(=O)N(C)CC(=O)Nc2ccccc2OC)cc1	-0.01	-15	-2	0.3	6	1.2	1.2	73*	0.8
O=S(=O)(NCCN1CCCC1)c1cccc2cccnc12	·	-37	-4	1	-7	1.2	1.4	-2	1.3
Cc1csc(NC(=O)Nc2ccc(Cl)cc2)n1	-0.22	-20	-3	1	9	1.3	1.2	3	1
COc1cccc(/C(O)=C2/C(=O)C(=O)N(c3cc(C)on3)C2c2cccs2)c1 (centres undefined)	0.02	14	·	1	·	1.1	0.9	-2	1.1
C=CCN1C(=O)/C(=C2/Sc3ccccc3N2C)SC1=Nc1c(C)n[nH]c1C	-0.11	25	2	0.9	-10	0.9	0.8	12	1
COc1ccc2c(c1)CCc1c(C(=O)NCc3ccc(F)cc3)noc1-2	·	0	-1	1.2	-2	1.1	1	-16	1.1
CC1(C)CC(=O)c2c(noc2-c2ccccc2)C1	0.38	13	-1	0.5	0	1.3	0.9	46	0.9
Cc1ccc(CSc2nnc(CC(=O)Nc3ccc(C)cc3)n2C)cc1	0.25	18	·	0.8	·	·	0.8	20	1.2
Cc1c(C#N)c2ncnc(-c3ccccc3)c2n1-c1ccccc1	-0.75	-10	-6	0.8	4	1	1.1	16	1
Cc1nc(S/C(=C\c2ccc(OCc3ccccc3Cl)cc2)C(=O)O)n[nH]1	-0.22	12	·	1.1	·	·	0.9	-10	1.7
CCn1c(Cn2nnc(-c3ccccc3)n2)nnc1SCC(=O)N1CCOCC1	0.25	22	3	1.1	-5	1.1	0.8	-10	1.2
O=C(CSc1nc2ccccc2o1)NC(=O)NCc1ccccc1	-0.4	30	·	0.7	·	1	0.7	28	1.2
Cc1ccc(N(C)C(=O)N2CCN(S(=O)(=O)c3c(C)cc(C)cc3C)CC2)cc1	-2.1	75*	-1	0.4	-23	1.1	0.3	64*	1.6
COC(=O)c1ccccc1NC(=O)NCc1ccco1	0.5	8	-1	0.7	-7	1	0.9	31	1.3
CC(C(=O)O)n1nc2ccccc2n1 (centres undefined)	-0.1	-4	-4	1.1	-6	1.1	1	-6	0.9
CC(C)(C)NC(=O)Cn1c(SCC(=O)N2CCCCCC2)nc2ccccc21	1.6	16	2	0.9	3	1.1	0.8	5	1
CCCS(=O)(=O)N1CCCC(C(=O)N2CCN(C(=O)OCC)CC2)C1 (centres undefined)	-0.55	-4	4	1.1	-3	1	1	-12	1
CCOc1ccc(-c2nnc(NC(=O)CCCOc3cccc(C)c3)o2)cc1	0.91	36	5	0.8	0	1.5	0.6	15	1.3
CC1CC(=O)c2cn3c(nc2C1)nc1ccccc13 (centres undefined)	0.36	-4	-1	1.1	-15	1	1	-10	1
CCCC(=O)Nc1cc(-c2nn(C)c(=O)c3ccccc23)ccc1OC	0.54	42	-5	0.5	4	1.2	0.6	46	1.2
COc1cc2nc(C3CCC3)n(NC(=O)C(OC(C)=O)c3ccccc3)c(=O)c2cc1OC (centres undefined)	-0.03	7	-4	1	-2	1.2	0.9	4	1.1
c1ccc(-c2nnc(SCc3nc4ccccc4[nH]3)o2)cc1	-0.61	51*	-12	0	73	1.2	0.5	95*	1.2
O=C(c1ncc[nH]1)c1ccco1	0.8	-4	-2	1.1	-10	1.1	1	-13	1
COc1cccc(NS(=O)(=O)c2nc3nc(C)cc(C)n3n2)c1	·	-7	-2	1	-14	1	1.1	-4	0.9
O=C(CN1CCN(Cc2ccccc2)CC1)NC(=O)NC1CCCCC1	-0.85	8	-1	1	-9	1.2	0.9	2	1.2
CN(Cc1nnc(SCC(=O)NCCc2ccccc2)n1C)S(=O)(=O)c1ccccc1	-0.77	46	-1	0.9	-3	1.1	0.5	9	1.9
COc1ccc(NCCC#N)cc1	0.18	-3	2	0.9	-46	·	1	12	0.8
O=C(CCN1C(=O)C2C3C=CC(C3)C2C1=O)N1CCN(c2ccc(F)cc2)CC1 (centres undefined)	0.13	-9	1	1.1	-7	1.2	1.1	-7	1.3
COc1ccc(-c2cc(C(=O)OCC(=O)N3CCCC3)c3ccccc3n2)cc1	-0.36	78*	-1	0.5	14	1.2	0.2	50*	1.7
O=C(COC(=O)c1cccs1)NC1CCCCC1	0.51	18	-1	0.1	10	1.1	0.8	92*	0.9
O=C(NC1CCCC1)C1CC(c2ccc(F)cc2)=NO1 (centres undefined)	-0.17	14	·	0.9	·	1.3	0.9	12	1
Cc1ccc(C(=O)O)cc1S(=O)(=O)N1CCSCC1	0.58	8	-1	0.9	-8	1.2	0.9	5	1.1
O=C(N/N=C/c1cccs1)c1ccccn1	0.94	-12	-8	1.2	2	·	1.1	-17	1.4
Cc1ccc(NC(=O)c2cc(-c3cccc(O)c3)on2)cc1C	·	-188	2	0.8	-10	1.4	2.9*	20	0.8
CC(CCC(=O)Nc1nncs1)C(=O)O (centres undefined)	·	-8	0	1.1	-4	1.1	1.1	-12	1
CCC(CC)C(=O)Nc1cc(C(=O)NCCc2ccccc2)ccc1Cl	1.1	46	·	0.7	·	·	0.5	31	1
CCn1c(SCC(=O)Nc2cccc(OC)c2)nnc1-c1ccc(Cl)cc1	1.5	-6	-2	1	4	1	1.1	0	0.9

Continuation:
SMILES	PTK2B oligo ant	CYP2C9 inhib	Mac1 fbg enh	CYP2C19 act	CD11b adhes inh	MT1-MMP txn act	CYP2C9 activ	CYP2C19 inh	PLAP act
O=C(c1ccc(S(=O)(=O)Nc2ccc(F)cc2)cc1)N1CCN(C(=O)c2ccco2)CC1	0.5	75*	-2	0.6	27	1.1	0.3	44	1.7
Cc1nnc(Sc2c(N)n(C)c(=O)n(C)c2=O)s1	1.6	-2	-5	1	3	0.9	1	2	0.8
O=C(CSc1ncccc1C(=O)O)NCCC1=CCCCC1	0.03	6	-6	1	-14	0.9	0.9	0	1
O=C(c1ccc(N2CCCCS2(=O)=O)cc1)N1CCN(c2ccc(N3CCOCC3)nn2)CC1	·	1	0	1.1	-5	1.1	1	-10	1.3
COc1ccc(SCc2noc(C(=O)NC(C)C)c2C(=O)O)cc1	·	49	·	0.9	·	·	0.5	14	1
O=C(CCCc1nc(-c2ccccc2)no1)N1CCOCC1	1.1	-11	1	0.6	2	1.4	1.1	37	1
